NSD2 HMT inh – NSD2 histone methyltransferase inhibitors, primary screen, biochemical, AlphaScreen, single concentration, set 2. Histone-lysine N-methyltransferase NSD2 (Homo sapiens), O96028. NSD2 peptide methylation, 120 min. inhibition, % at 12.5 µM. 310,000 tested, 0.54% active; in the data active = inhibition above about 50%
Target sequence (O96028 whole entry, looked up): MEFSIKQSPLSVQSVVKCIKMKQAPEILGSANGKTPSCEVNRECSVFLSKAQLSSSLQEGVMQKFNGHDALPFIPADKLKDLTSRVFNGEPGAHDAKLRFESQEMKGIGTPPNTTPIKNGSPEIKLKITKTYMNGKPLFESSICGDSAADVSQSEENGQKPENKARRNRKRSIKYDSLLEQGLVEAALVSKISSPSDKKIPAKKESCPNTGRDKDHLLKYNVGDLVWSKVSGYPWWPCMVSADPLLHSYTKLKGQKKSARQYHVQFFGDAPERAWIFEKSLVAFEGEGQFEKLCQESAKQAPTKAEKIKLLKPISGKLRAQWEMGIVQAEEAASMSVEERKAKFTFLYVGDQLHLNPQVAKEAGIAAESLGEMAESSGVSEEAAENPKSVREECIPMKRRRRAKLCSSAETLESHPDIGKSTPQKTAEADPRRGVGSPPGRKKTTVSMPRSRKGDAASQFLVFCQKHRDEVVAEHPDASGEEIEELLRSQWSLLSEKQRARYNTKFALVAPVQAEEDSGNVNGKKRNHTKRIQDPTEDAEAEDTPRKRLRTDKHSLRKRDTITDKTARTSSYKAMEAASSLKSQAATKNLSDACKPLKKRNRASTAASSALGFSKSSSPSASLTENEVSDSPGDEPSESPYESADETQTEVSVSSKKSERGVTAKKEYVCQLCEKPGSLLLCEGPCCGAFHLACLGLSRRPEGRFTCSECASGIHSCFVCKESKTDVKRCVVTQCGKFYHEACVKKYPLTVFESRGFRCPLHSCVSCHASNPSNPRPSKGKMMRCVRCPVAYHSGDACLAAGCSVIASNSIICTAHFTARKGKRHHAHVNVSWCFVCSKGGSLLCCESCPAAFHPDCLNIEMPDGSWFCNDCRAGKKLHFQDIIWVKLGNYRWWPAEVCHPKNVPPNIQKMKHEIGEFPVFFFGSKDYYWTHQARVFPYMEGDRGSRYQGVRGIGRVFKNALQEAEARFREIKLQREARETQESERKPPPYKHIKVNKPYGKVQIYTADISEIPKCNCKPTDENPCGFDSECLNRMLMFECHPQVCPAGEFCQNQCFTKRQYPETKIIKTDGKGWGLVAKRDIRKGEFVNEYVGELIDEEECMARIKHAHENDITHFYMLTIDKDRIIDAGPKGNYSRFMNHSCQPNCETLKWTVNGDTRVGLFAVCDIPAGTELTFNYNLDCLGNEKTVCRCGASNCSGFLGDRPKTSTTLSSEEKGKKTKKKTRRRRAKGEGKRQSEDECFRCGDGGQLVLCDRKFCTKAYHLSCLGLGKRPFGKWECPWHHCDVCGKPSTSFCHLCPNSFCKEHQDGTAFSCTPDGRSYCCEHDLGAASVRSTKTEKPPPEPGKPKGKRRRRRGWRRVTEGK
An asterisk follows results filed as active.

SMILES	NSD2 HMT inh
CCOC(=O)C(Cc1ccc(O)cc1)NC(=O)c1cc2c(cn1)[nH]c1ccccc12 (stereo not drawn)	-1
CCc1nc2ccc(C(=O)Nc3cccc(NS(C)(=O)=O)c3)cn2c1N(C=O)CCC(C)C	-1
CC1C=CC=CCCC=CC=CC=CC=CC(OC2O[C@H](C)[C@@H](O)[C@H](N)[C@@H]2O)CC(O)C(C(=O)O)C(O)CC(=O)CC(O)C(O)CCC(O)CC(O)CC(O)CC(=O)OC(C)C(C)C1O (stereo partly drawn)	4
CC1(C(=O)NS(=O)(=O)c2ccc(Cl)s2)CCN1C(=O)c1ccc(C2CCCCC2)cc1 (stereo not drawn)	0
CCOC(=O)C1(C)CCCN1C(=O)c1ccc(C(=O)OC)cc1 (stereo not drawn)	-2
COC(=O)C1(C)COP(=O)(Nc2ccc(OC)cc2)OC1 (stereo not drawn)	0
CCNC(=O)C1CCCN(C(=O)c2ccccc2F)CC1 (stereo not drawn)	1
O=C(CSc1nnc(-c2cccnc2)n1C1CCCCC1)N1CCCC1	-3
CCc1ccc(C(O)c2ncc(-c3ccc(C(F)(F)F)cc3)[nH]2)cc1 (stereo not drawn)	14
COc1cc(CNC(=O)c2cc(-c3ccc(F)cc3OC)n[nH]2)cc(OC)c1	0
CC1(C(=O)Nc2cccnc2)Cc2c(-c3ccc4c(c3)OCO4)ccnc2O1 (stereo not drawn)	1
Cc1ccc(NC(=O)C2(C)CCCN(C(C)C)C2)cc1C (stereo not drawn)	-2
C=CCCC(=O)N(Cc1ccccc1)c1ccccc1C(=O)Nc1cc(OC)ccc1OC	0
CC1(C(=O)NCCc2c[nH]c3ccccc23)CCN1Cc1ccccc1OC(F)F (stereo not drawn)	2
COc1ccccc1CNc1nc2cc(-c3sccc3C)sc2c(=O)n1C	-2
CCOC(=O)C1(C)CCCN1C(=O)c1ccc2ccccc2c1 (stereo not drawn)	0
COc1ccc(CC(N)c2csc(Nc3ccc(C(C)=O)cc3)n2)cc1 (stereo not drawn)	7
COc1ccc(C(N)c2csc(Nc3ccc(C(=O)NCCCO)cn3)n2)cc1 (stereo not drawn)	2
COc1ccc(OC)c(NC(=O)Nc2nc(CN(C)C)cs2)c1	6
CCC(C#Cc1ccccc1)NCc1ccc(OC)cc1OC (stereo not drawn)	-2
O=C(NC(c1ccc(F)cc1)c1ccc2ccccc2n1)C1CCN(CCOc2ccc(Cl)cc2Cl)CC1 (stereo not drawn)	13
Cc1ccc(C)c(NC(=O)C2(C)CCCN2C(=O)C(C)C)c1 (stereo not drawn)	3
Cc1ccccc1CC(=O)Nc1ccc2c(c1)c(=O)n(C)n2-c1ccccc1F	-3
CCc1nc2ccc(C(=O)N3CCC(O)(Cc4ccccc4)CC3)cn2c1N(C)C(=O)Cc1ccccc1	-1
COc1cccc(-c2cnc3cccnn23)c1	-12
(cont.)
SMILES	NSD2 HMT inh
O=C(Nc1cccc2cccnc12)c1ccc(F)cc1	-9
COc1cc(NC(=O)C2CCCN(S(=O)(=O)c3ccc(C(C)(C)C)cc3)C2)cc(OC)c1 (stereo not drawn)	0
COc1cccc(-c2ccc3c(c2)N(Cc2ccccc2OC)C(=O)C(C)S3)c1 (stereo not drawn)	0
Cc1ccsc1C(=O)N1CCCC1(C)C(=O)NCC(C)C (stereo not drawn)	-1
COc1cccc(-c2cnc(C(O)c3cc(Cl)cc(Cl)c3)[nH]2)c1 (stereo not drawn)	2
O=C(NCc1ccc(F)cc1)c1cc(C2CCCN(S(=O)(=O)c3ccccc3)C2)on1 (stereo not drawn)	1
Cn1c(=O)c2cc(NC(=O)CC(C)(C)C)ccc2n1-c1ccccc1F	1
c1cc(-c2ccc3c(c2)CCO3)n2cnnc2c1	2
CCNC(=O)C1CCCN(C(=O)c2cccc3ccccc23)CC1 (stereo not drawn)	0
CN1CCN(CC(=O)N/N=C\c2c[nH]c3ccccc23)CC1	1
COC(=O)c1c[n+]([O-])ccc1OC	-4
CC1CCCC(C)N1/N=C/c1cc(Br)c(O)c(Br)c1 (stereo not drawn)	5
CCCC(=O)N1CCC1(C)C(=O)NS(=O)(=O)c1ccc(C)cc1 (stereo not drawn)	5
COc1cccc(NC(=O)C2(C)CCN2C(=O)CC2CCCC2)c1 (stereo not drawn)	-4
Cc1ccc(CN2C(=O)C(F)(F)Oc3ccccc32)cc1	-3
CCNC(=O)C1(C)CCCN(C(=O)c2ccc3ccccc3n2)C1 (stereo not drawn)	104*
Cc1ccc(-c2nnc(SCc3ccc([N+](=O)[O-])cc3)n2-c2ccccc2)cc1	3
CC1(C(=O)NS(=O)(=O)C2CC2)CCCN(C(=O)c2cc3ccccc3s2)C1 (stereo not drawn)	0
CCOC(=O)C1(C)CCCN(C(=O)c2ccc3snnc3c2)C1 (stereo not drawn)	6
CCOc1ccccc1NC(=O)CC1SC(=N)N(c2ccccc2)C1=O (stereo not drawn)	0
Cc1cccnc1C(NC(=O)C1CCN(CCOc2ccc(F)cc2)CC1)c1ccc(Cl)cc1 (stereo not drawn)	-3
OC(c1cccc(F)c1)c1ncc(-c2ccc(Oc3ccccc3)cc2)[nH]1 (stereo not drawn)	4
COc1cccc(C(O)c2ncc(-c3cccc(C(F)(F)F)c3)[nH]2)c1 (stereo not drawn)	0
CCC(=O)N1CCC(C)(C(=O)NCc2cccc(OC)c2)C1 (stereo not drawn)	-1
CC(C)C(=O)Oc1ccc(CO)cc1[C@H](CCN(C(C)C)C(C)C)c1ccccc1	-1

Entries above that contain a halogen (16):
SMILES	NSD2 HMT inh
CC1(C(=O)NS(=O)(=O)c2ccc(Cl)s2)CCN1C(=O)c1ccc(C2CCCCC2)cc1 (stereo not drawn)	0
CCNC(=O)C1CCCN(C(=O)c2ccccc2F)CC1 (stereo not drawn)	1
CCc1ccc(C(O)c2ncc(-c3ccc(C(F)(F)F)cc3)[nH]2)cc1 (stereo not drawn)	14
COc1cc(CNC(=O)c2cc(-c3ccc(F)cc3OC)n[nH]2)cc(OC)c1	0
CC1(C(=O)NCCc2c[nH]c3ccccc23)CCN1Cc1ccccc1OC(F)F (stereo not drawn)	2
O=C(NC(c1ccc(F)cc1)c1ccc2ccccc2n1)C1CCN(CCOc2ccc(Cl)cc2Cl)CC1 (stereo not drawn)	13
Cc1ccccc1CC(=O)Nc1ccc2c(c1)c(=O)n(C)n2-c1ccccc1F	-3
O=C(Nc1cccc2cccnc12)c1ccc(F)cc1	-9
COc1cccc(-c2cnc(C(O)c3cc(Cl)cc(Cl)c3)[nH]2)c1 (stereo not drawn)	2
O=C(NCc1ccc(F)cc1)c1cc(C2CCCN(S(=O)(=O)c3ccccc3)C2)on1 (stereo not drawn)	1
Cn1c(=O)c2cc(NC(=O)CC(C)(C)C)ccc2n1-c1ccccc1F	1
CC1CCCC(C)N1/N=C/c1cc(Br)c(O)c(Br)c1 (stereo not drawn)	5
Cc1ccc(CN2C(=O)C(F)(F)Oc3ccccc32)cc1	-3
Cc1cccnc1C(NC(=O)C1CCN(CCOc2ccc(F)cc2)CC1)c1ccc(Cl)cc1 (stereo not drawn)	-3
OC(c1cccc(F)c1)c1ncc(-c2ccc(Oc3ccccc3)cc2)[nH]1 (stereo not drawn)	4
COc1cccc(C(O)c2ncc(-c3cccc(C(F)(F)F)c3)[nH]2)c1 (stereo not drawn)	0

Carrying on.
SMILES	NSD2 HMT inh
CCNC(=O)C1(C)CCN(Cc2cccc(C(F)(F)F)c2)C1 (stereo not drawn)	-1
NC(=O)c1cccc(Nc2nc(C(N)COCc3ccccc3)cs2)n1 (stereo not drawn)	6
O=C(NCc1ccccc1Cl)C1CCCN(c2nc3ccsc3c(=O)s2)C1 (stereo not drawn)	-16
O=C(Nc1nnc([C@H]2C[C@H](O)[C@@H](CO)O2)s1)c1cccc(Oc2ccccc2)c1	-3
COc1ccc(C(=O)C2CCN(c3ncnc4sccc34)CC2)cc1	-3
Cc1ccccc1-c1cc2nc(NCc3ccccc3F)n(C)c(=O)c2s1	-2
CN(C)C(=O)CNc1ccn2nc(-c3cccc(OCCN4CCOCC4)c3)cc2n1	0
O=C(Nc1ccc(OCCO)cc1)c1csc([C@H]2C[C@H](O)[C@@H](CO)O2)n1	-5
Nc1[nH]c(C(=O)c2ccc(Br)cc2)c(-c2ccccn2)c1C(=O)NCCc1c[nH]c2ccccc12	2
O=C(Nc1ccc(Cl)cc1)Nc1ccccc1C(=O)N1CCCC1	-2
CC(=O)Nc1ccc(Cc2ccc3[nH]c(=O)cc(C)c3c2)cc1	-1
c1cc(-c2ccc3nncn3c2)ccc1CN1CCOCC1	-6
COc1cc(NC(=O)c2ccccc2)c(C)cc1NC(=O)CSc1nnc(-c2cnccn2)n1-c1ccc(C)cc1	2
Cc1nc(C(F)(F)F)ccc1C(=O)N1CCC1(C)C(=O)NS(=O)(=O)c1ccc(F)cc1F (stereo not drawn)	0
COc1ccc(C(O)c2nc(-c3ccc4ccccc4c3)cs2)cc1 (stereo not drawn)	10
Cn1c(=O)c(Nc2ccc(Cl)cc2)c2c3c(cccc31)C(=O)c1ccccc1-2	-2
CNc1ncnc2c1ncn2[C@H]1CN(Cc2ccco2)C[C@@H](CO)O1	-3
CCCC/C=C1/[C@H](CC)N(C)C2=N[C@@H](c3ccccc3)CC(=O)N21	-3
CC1(C(=O)NS(=O)(=O)c2ccc(Cl)cc2)CCN1C(=O)C1(c2ccccc2)CCCC1 (stereo not drawn)	0
C=CCc1cccc(C=NNC(=O)c2ccco2)c1O	0
CCCCS(=O)(=O)N1CCCc2nc(CC)c(CC)cc21	-1
O=C(Cn1c(-c2cncs2)nc2ccccc21)N1CCCCC1	-2
CC(C)Oc1cc(F)ccc1-c1cc(C(=O)NCc2ccccc2)[nH]n1	1
COc1ccc(NC(=O)CSc2nnc(-c3n[nH]c4c3CCC4)n2N)cc1OC	2
CC(=O)N=C1SC2CS(=O)(=O)CC2N1c1ccc(-c2nc3ccc(C)cc3s2)cc1 (stereo not drawn)	0
(next part)
SMILES	NSD2 HMT inh
Cc1cc(C)c2cc(N)c(Cl)nc2n1	-2
O=C(NCCc1c[nH]c2ccccc12)OCc1cn(-c2ccc(Cl)cc2)nn1	0
COC(=O)[C@@]12C[C@@H](CC(=O)NCc3cccc(C(F)(F)F)c3)C(=O)N(CCc3ccc(OC)c(OC)c3)C1=CCC(C)(C)C2	-2
O=C1CSC(c2cccs2)N1c1nncs1 (stereo not drawn)	-1
CCN(CC)S(=O)(=O)c1ccc(C(=O)N2CCN(CCN3C(=O)c4cccc5cccc(c45)C3=O)CC2)cc1	-1
CCOc1cc(-c2nc(-c3cc(OC)c(OC)c(OC)c3)no2)cc(OCC)c1OCC	0
Cc1nn2c(N3CCN(C(=O)c4ccco4)CC3)cc(C(C)(C)C)nc2c1-c1ccccc1	-3
CCCCNC(=O)C1(C)CCCCN1C(=O)c1c(C)noc1C (stereo not drawn)	1
Cc1ccc(S(=O)(=O)NC(=O)C2(C)CCN2C(=O)c2ccccc2)nc1 (stereo not drawn)	11
CN(C)c1cccc(NC(=O)C2Cc3c(-c4ccc(Cl)cc4)ccnc3O2)c1 (stereo not drawn)	3
Oc1ccc(-c2nnc(-c3ccccc3)c(-c3ccccc3)n2)cc1	29
Cc1cc(C)cc(C(O)c2ncc(-c3cccc(C(F)(F)F)c3)[nH]2)c1 (stereo not drawn)	0
CCc1nc2ccc(C(=O)NCCc3ccccn3)cn2c1N(CC)Cc1cccc(Br)c1	4
Cc1ccc(Cl)cc1-c1cc(C(=O)NCc2ccccc2)[nH]n1	-3
COc1cc(CNC(=O)c2cc(-c3cc(Cl)ccc3C)n[nH]2)cc(OC)c1	11
Cc1noc(C)c1C(=O)N1CCC1(C)C(=O)NS(=O)(=O)c1ccc(Cl)cc1 (stereo not drawn)	-1
CC(=O)NC(C)(c1ccccc1)c1nc(-c2cncnc2)cs1 (stereo not drawn)	-2
Cc1cccc(NC(=O)Cn2c([N+](=O)[O-])cnc2C)c1C	-2
CCCNC(=O)c1cc(C2CCCN(C(=O)c3cc(C(C)(C)C)nn3C)C2)on1 (stereo not drawn)	0
O=C(NCCO)c1cccc(-c2cnc3cccnn23)c1	-3
CC(=O)NC(c1cccc(F)c1)c1nc(-c2ccccc2)cs1 (stereo not drawn)	5
COC(=O)[C@@]12C[C@@H](CC(=O)N3CCC(c4ccccc4)CC3)C(=O)N(CCc3ccc(OC)c(OC)c3)C1=CCC(C)(C)C2	1
COc1cccc(C=C(C(C)=O)C(=O)c2ccccc2)c1	5
O=C(NC1CC1)c1ccc(-c2cnc3cccnn23)cc1	19
COc1ccccc1/C=N\NC(=O)c1cccc(S(=O)(=O)N(C)C)c1	2
Other compounds:
SMILES	NSD2 HMT inh
CC1(C(=O)NS(=O)(=O)c2ccc(Cl)cc2)CCN1C(=O)CCc1ccccc1 (stereo not drawn)	1
CCc1nc2ccc(C(=O)NCCCN3CCCC3=O)cn2c1N(C)C(=O)c1cccc(OC)c1	-1
CNC(=O)/C(=N\O)c1ccccc1	-3
CC1CCN(CCNC(=O)c2ccc3c(=O)n(CCc4ccccc4)c(=O)[nH]c3c2)CC1	-3
CCCCN(C=O)c1c(CC)nc2c(OCc3ccc(C(F)(F)F)cc3)cccn12	-1
O=C1COc2ccc(N3C(=O)c4ccccc4C3=O)cc2N1	-3
CC(C)N1CCCCC(NC(=O)c2ccc(Cl)cc2Cl)C1=O (stereo not drawn)	24
COc1ccc(C(=O)NCCNc2nc3cc(C)cc(C)c3cc2C#N)nc1	-3
COCCNc1ncnc2c1ncn2[C@H]1CN(Cc2ccc(OC)cc2)C[C@@H](CO)O1	5
COc1ccc(CN2C[C@@H](CO)O[C@@H](n3cnc4c(N5CCN(c6ccccc6)CC5)ncnc43)C2)cc1	-4
NC(c1ccccc1)c1csc(Nc2ccc(S(N)(=O)=O)cc2)n1 (stereo not drawn)	-5
O=C(C(=O)N1CCC(CNC(=O)C2COc3ccccc3O2)CC1)c1cc2ccccc2o1 (stereo not drawn)	0

Compound activity (PubChem)

Only part of the results is shown (hit frequency here may not be typical).
